High-throughput results: PubChem BioAssay, National Center for Advancing Translational Sciences (NCATS)
Imprint erasure: qHTS Assay for Compounds that Induce Erasure of Genomic Imprints; mouse ES Peg3-LacZ reporter, beta-gal luminescence, 40 h; Potency, µM (series often up to 60.7 µM), inactives show at the highest dose activity change, positive = activation, usual class: activators; actives 0.02% (n = 110,000); AID 1948, 2009;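 also: 0% = negative control wells on the plate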
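Each well holds 300 Peg3LacZ-Neo (maternal) female ES cells incubated 40 h at 37C, 5% CO2. LacZ is measured by BetaGlo luminescence, with AC50 and maximum efficacy derived from dose-response curves.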
p53ts 39C kill: qHTS Screen for Compounds that Selectively Target Cancer Cells with p53 Mutations: Cytotoxicity of p53ts Cells at the Nonpermissive Temperature; H1299-p53A138V viability at 39C, ATP luminescence, 24 h; Potency, µM (doses to about 46.1 µM), without a hit: top-dose activity change, negative = cell killing, usual class: cytotoxic; actives 1.5% (n = 130,000); also: nearly all actives have a fitted effect of over 55% in size
p53ts 32C tox: qHTS Screen for Compounds that Selectively Target Cancer Cells with p53 Mutations: Cytotoxicity of p53ts Cells at the Permissive Temperature; H1299-p53A138V at 32C, ATP luminescence viability, 24 h; Potency, µM (titrated, usually from 46.1 µM), without a hit: at the top dose activity change, negative = cytotoxicity, actives largely listed as cytotoxic; actives 0.93% (n = 130,000); AID 924, 2007;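 also: 0% = DMSO and -100% = full killing by reference compound; nearly all actives have a fitted effect of over 55% in size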
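ATP-content luminescence (ATPlite) read-out after 24 h compound exposure at 32C in H1299-p53A138V cells (600/well). Tested up to 46 uM. Normalized to DMSO (0%) and 100 uM tamoxifen (100% killing); Hill-fit AC50.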
IkB signaling: IkB Signaling; ABC-DLBCL IkBa-CBG/CBR dual luciferase ratio, 4 h; response scale: scaled: untreated 0%, proteasome inhibitor 100%; Potency, µM (series often up to 57.1 µM), inactives show top-dose IkBa stabilization activation; actives 0.04% (n = 110,000); AID 445, 2006; active = well fitted curve in the direction sought with a large enough effect in the signal ratio, not every such curve was filed as active; inconclusive = small, poorly fitted or top-dose-only effect, or a change in a side signal; the % refers to the signal ratio;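 also: the direction sought is a rising ratio; 0% = basal untreated cells and 100% = reference inhibitor full response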
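Luminescence ratio of IκBα-fused green versus native red beetle luciferase in OCI-Ly3 cells, 4 h post-doxycycline with compound; red signal alone, scaled from basal (0%) to zero light (-100%), flagged nonspecific or cytotoxic effects.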
* = called active by the depositor; u = inconclusive; x = not tested or not shown; & = joins results of further samples; [ ] = remark or other dose. Unless noted, calls follow the shape of the dose curve; as a rule, active = well fitted curve in the direction sought with a large enough effect; inconclusive = small, poorly fitted or top-dose-only effect, or another doubt; inactive = no such curve, though single readings can be large; an effect the other way counts as inactive or inconclusive. Unless noted, % is scaled to controls: 0 for no effect and ±100 for the full control effect; potency is read from the fitted curve at half-maximal effect.

canonical_smiles	Imprint erasure	p53ts 39C kill	p53ts 32C tox	IkB signaling
CCCOC(=O)c1c(NC(=O)c2cc3ccccc3c(=O)o2)sc2c1CCC(C)C2 (stereo not drawn)	30%[10.9 µM]	18%	-7%	24%
O=C(CSCc1ccc(Br)cc1)N1CCOCC1	-5%	0%	-4%	0.0%
COc1ccc(CC(=O)Nc2sc3c(c2C(=O)Nc2ccccc2)CCCCC3)cc1	-17%[10.9 µM]	u	-23%	-0.2%
COCCNC(=O)C(=O)Nc1c2c(nn1-c1ccccc1)CS(=O)(=O)C2	16%[10.9 µM]	9%	-9%	-1.1%
Cn1c(=O)c2c(nc(Oc3ccc(-c4ccccc4)cc3)n2C)n(C)c1=O	-10%	4%	3%	-0.1%
COCCCN1C(=O)C(=O)/C(=C(/O)c2ccccc2)C1c1ccc(N(C)C)cc1 (stereo not drawn)	x	0%	-4%	-0.9%
O=C1C(=O)N(CCCn2ccnc2)C(c2cccnc2)/C1=C(/O)c1ccccc1 (stereo not drawn)	-4%	1%	-1%	1.4%
CC(NC(=O)c1ccco1)C(=O)Nc1nc(-c2ccccn2)cs1 (stereo not drawn)	-12%	-12%	3%	0.5%
O=C(CON1C(=O)c2ccccc2C1=O)c1ccccc1	-3%[10.9 µM]	-3%[9.22 µM]	9%[9.22 µM]	1.4%[11.4 µM]
O=C(CSc1nnc2scc(-c3ccccc3)n12)NCC1CCCO1 (stereo not drawn)	2%	5%	-4%	-0.3%
O=S(=O)(NCCc1ccccn1)c1ccc(F)c(F)c1	7%	-2%	-6%	-1.3%
CCOC(=O)C1=C(C)N(C)C(C)=C(C(=O)OCC)C1c1ccccc1	x	13%	4%	x
CC(C)c1nc2ccc(NC(=O)C3CCCCC3)cc2[nH]1	x	-2%	-24%	x
COc1nc(OC)nc(N2CCC(C(=O)NCc3cccs3)CC2)n1	-7%	5%	4%	-0.3%
Cc1ccc(-c2nc3c4cnn(-c5cc(Cl)ccc5Cl)c4ncn3n2)cc1	8%[10.9 µM]	2%	-1%	-2.1%
Cc1ccc2nc3c(cc(C(=O)NC4CCCC4)c(=N)n3C(C)C)c(=O)n2c1	-13%[10.9 µM]	10%	-1%	-1.9%
CC(=O)c1sc(Nc2nc3ccc(F)cc3s2)nc1C	-47%[inhibitor]	u	20µM*	u
COc1ccc(Br)cc1CNC(=O)c1cnc2sc(N3CCC(C)CC3)nn2c1=O	-5%[10.9 µM]	-3%	3%	-0.7%
CCCCCn1c(SCCc2ccccc2)nc2c1c(=O)[nH]c(=O)n2C	2%	-5%	7%	0.0%
CC(C)OC(=O)CSc1nnc(-c2ccc(Cl)cc2Cl)o1	-19%	-22%	-24%	u
NS(=O)(=O)c1ccc(NC(=O)C(=O)Nc2ccc3nc4n(c(=O)c3c2)CCCCC4)cc1	-6%[10.9 µM]	-4%	-1%	0.6%
CCCCNC(=O)CCC(=O)Nc1ncc(-c2ccc(C)cc2)n1C	-21%	-8%	7%	-0.7%
CC(C)=C1C2C=CC1C1C(=O)N(c3ccc4c(c3)OCO4)C(=O)C21 (stereo not drawn)	-8%	0%	-8%	-0.3%
CCc1ccccc1NC(=O)[C@H](Cc1ccccc1)N1Cc2ccccc2C1=O	10%[10.9 µM]	-13%	7%	u
Cc1cccc(NC(=O)c2sc(-n3nc(C)c(CCC(C)C)c3C)nc2C)c1	-12%[10.9 µM]	-11%	-2%	u
O=C1CC(Nc2ccc(N3CCOCC3)cc2)C(=O)N1Cc1ccccc1 (stereo not drawn)	-5%	7%	13%	-0.9%
CN1CCN(c2nc(-c3ccccc3)c3cc(Cl)ccc3n2)CC1	-5%	-2%	9%	0.6%
CC(C)c1cc(C(=O)Nc2sc3c(c2C#N)CCC3)no1	-40%[inhibitor]	-27%	-5%	-1.6%
CCOC(=O)c1nnsc1NC(C)=O	-35%[inhibitor]	-11%	-16%	5.6%
CCOC(=O)CC(=O)CSc1ncnc2c1oc1ccccc12	-13%	-2%	0%	0.8%
Cc1sc2ncn(CC(=O)NCCCC(=O)N3CCN(c4ccccn4)CC3)c(=O)c2c1C	-6%	0%	9%	-1.3%
Nc1c2c(nc3ccccc13)CCC2	-11%	u	-12%	4.5%
CCCCN(C)C(=O)C(Cc1ccccc1)NS(=O)(=O)c1ccc2c(c1)c(=O)n(C)c(=O)n2C (stereo not drawn)	9%[10.9 µM]	u	u	u
Cc1onc(-c2c(F)cccc2Cl)c1C(=O)NCCCN1CCOCC1	-8%	8%	3%	0.6%
COc1cc2c(=O)n(Cc3ccccc3)c(=O)n(CC(=O)NCc3ccco3)c2cc1OC	-1%	-7%	-19%	0.5%
CCn1cc(C(=O)N2CCCC2)c(=O)c2cc(S(=O)(=O)N3CCOCC3)ccc21	10%	-9%	13%	-0.6%
CC(=O)Nc1cccc(-c2nnc3n2CC(C)S3)c1 (stereo not drawn)	-6%	12%	9%	-0.7%
O=C(CC(c1ccccc1)c1ccccc1)Nc1ncn[nH]1	-8%	3%	21%	3.4%
OC(c1cccc(OCc2ccccc2)c1)c1nnc(-c2ccccc2)o1 (stereo not drawn)	-12%	8%	-7%	u
O=C(CCC(=O)Nc1ccccc1)NCCO	x	2%	-3%	x
Cn1c(=O)oc2cc(S(=O)(=O)NC(CC(=O)O)c3cccc(Br)c3)ccc21 (stereo not drawn)	-1%[10.9 µM]	8%	3%	0.0%
CCOC(=O)N1CCN(c2c(N3CCc4ccccc43)c(=O)c2=O)CC1	-12%	6%	-5%	2.6%
Cc1cc(C)cc(N(CC(=O)N2CCN(Cc3ccccc3)CC2)S(=O)(=O)c2c(C)noc2C)c1	-4%	11%	-6%	-0.1%
CCOc1ccc(C(=O)Nc2cc3c(cc2N2CCCC2)n(C)c(=O)c(=O)n3C)cc1OCC	-4%[10.9 µM]	9%	9%	-0.1%
CCOC(=O)c1cc(S(=O)(=O)Nc2ccccc2)[nH]n1	8%[10.9 µM]	-3%	2%	-4.9%
CCCCC(=O)Nc1ccc(Br)cc1C(=O)O	-42%[inhibitor]	-10%	-10%	u
COc1ccc(OC)c(C(c2nnnn2Cc2ccccc2)N2CCC(C(N)=O)CC2)c1 (stereo not drawn)	1%	-10%	5%	0.3%
CC(C)(C)c1ccc(OC2C(O)COC2/C=C/C#Cc2ccccc2)cc1 (stereo not drawn)	x	-3%&-15%[9.22 µM]	-2%&-3%[9.22 µM]	x
Cn1cc(S(=O)(=O)N2CCCCC2)cc1C(=O)NCc1ccc(Cl)cc1	-8%[10.9 µM]	-2%	4%	u
CSc1ccc(CNC(=O)c2ccc(NC(=O)c3nsc4ccccc34)cc2)cc1	-10%[10.9 µM]	u	u	u
COc1ccc(S(=O)(=O)Nc2cc3c(cc2NCc2ccccc2)n(C)c(=O)n3C)cc1	-7%[10.9 µM]	u	-24%	u
CCOC(=O)Nc1ccc(S(=O)(=O)Nc2nccc(C)n2)cc1	-2%	-1%	-6%	0.3%
CCOC(=O)C1=C(C)NC(=O)NC1c1cccc(O)c1 (stereo not drawn)	-20%	14%	1%	0.1%
CN1C(=S)SC(N2OC3C(=O)N(c4ccccc4)C(=O)C3C2c2ccccc2)C1(C)C (stereo not drawn)	x	-7%	-4%	x
COc1ccc(N(CC(=O)Nc2cc(Cl)ccc2OC)S(=O)(=O)c2c(C)noc2C)cc1	-22%	-6%	12%	3.4%
CCOC(=O)c1c(C)[nH]c(C)c1S(=O)(=O)N(C)CC(=O)N1CCN(c2cccc(Cl)c2)CC1	-11%[10.9 µM]	37%	33%[activator]	u
Cc1ccc(N(C(=O)c2cccs2)C2C=CS(=O)(=O)C2)cc1 (stereo not drawn)	-6%	1%	3%	-1.4%
Cc1cccc(N2CCN(CCNC(=O)Nc3ccc(Cl)cc3)CC2)c1C	-11%[10.9 µM]	u	u	u
CCN1C(=O)c2cccc3c(NS(=O)(=O)c4ccc(NC(C)=O)cc4)ccc1c23	-18%	-8%	10%	2.4%
CCN(CC)c1ccc(NC(=O)Cn2nc3c(cc2=O)CCCC3)c(C)c1	-10%[10.9 µM]	-26%	0%	2.3%

Some of the entries so far, with each value named.
CN1C(=S)SC(N2OC3C(=O)N(c4ccccc4)C(=O)C3C2c2ccccc2)C1(C)C (stereo not drawn)
  Imprint erasure = x | p53ts 39C kill = -7% | p53ts 32C tox = -4% | IkB signaling = x

COc1ccc(N(CC(=O)Nc2cc(Cl)ccc2OC)S(=O)(=O)c2c(C)noc2C)cc1
  Imprint erasure = -22% | p53ts 39C kill = -6% | p53ts 32C tox = 12% | IkB signaling = 3.4%

CCOC(=O)c1c(C)[nH]c(C)c1S(=O)(=O)N(C)CC(=O)N1CCN(c2cccc(Cl)c2)CC1
  Imprint erasure = -11%[10.9 µM] | p53ts 39C kill = 37% | p53ts 32C tox = 33%[activator] | IkB signaling = u

Returning to the listing; the 5 compounds before the break are reprinted first.
canonical_smiles	Imprint erasure	p53ts 39C kill	p53ts 32C tox	IkB signaling
CCOC(=O)c1c(C)[nH]c(C)c1S(=O)(=O)N(C)CC(=O)N1CCN(c2cccc(Cl)c2)CC1	-11%[10.9 µM]	37%	33%[activator]	u
Cc1ccc(N(C(=O)c2cccs2)C2C=CS(=O)(=O)C2)cc1 (stereo not drawn)	-6%	1%	3%	-1.4%
Cc1cccc(N2CCN(CCNC(=O)Nc3ccc(Cl)cc3)CC2)c1C	-11%[10.9 µM]	u	u	u
CCN1C(=O)c2cccc3c(NS(=O)(=O)c4ccc(NC(C)=O)cc4)ccc1c23	-18%	-8%	10%	2.4%
CCN(CC)c1ccc(NC(=O)Cn2nc3c(cc2=O)CCCC3)c(C)c1	-10%[10.9 µM]	-26%	0%	2.3%
CN(C)c1ccc(-c2nc(Nc3ccncc3)c3ccccc3n2)cc1	x	7.9µM*	10µM*	-6.7%[11.4 µM]
CCOC(=O)c1ccc(-n2c(CCC(=O)O)ccc2-c2ccccc2)cc1	-5%[10.9 µM]	-10%	-2%	u
CO/N=C(\C)CCN1CCc2nc(-c3ccccc3)c(-c3ccccc3)cc2C1	x	4%[9.22 µM]	12%[9.22 µM]	x
CC1CCN(c2nc(-c3ccc(F)cc3)cc(C(F)(F)F)n2)CC1	-1%	10%	-2%	1.1%
CCCCCCC#CC1C=CC(OC(C)=O)C(COC(C)=O)O1 (stereo not drawn)	x	-20%[9.22 µM]	-8%[9.22 µM]	x
CCOC(=O)COc1cccc2c(=O)n(CC(=O)N3CCc4ccccc43)ccc12	-10%	8%	3%	2.4%
CC(NC(=O)c1cc(-c2ccccc2)on1)c1ccccc1 (stereo not drawn)	-26%	13%	3%	8.6%
CCCCSc1nc(-c2cccc(OC)c2)nc2c1Cc1c(CO)cnc(C)c1O2	-12%[10.9 µM]	-5%	0%	-0.9%
COc1cccc(Nc2ncc3nc(CCc4ccccc4)c(=O)n(CCC#N)c3n2)c1	x	3%	-9%	2.9%[11.4 µM]
CCc1ccccc1N(C(=O)CCC(=O)Nc1cc(C)on1)C(C(=O)NC1CCCC1)c1ccco1 (stereo not drawn)	-13%	1%	35%[activator]	3.1%
COc1cccc(NC(=O)c2ccc(CN3CCOCC3)cc2)c1	-75%[inhibitor]	10µM*	13µM*	u
CC(C)c1nnc(NC(=O)CCCC(=O)O)s1	9%	-9%	-23%	0.0%
Cc1ccc(Cl)cc1N1CCN(C(=O)c2ccc3c(c2)CCN3S(=O)(=O)c2ccccc2)CC1	-13%[10.9 µM]	-14%	5%	u
O=c1c(-c2ccc(Cl)cc2)nc2cncnc2n1Cc1ccccc1	x	-20%	-11%	0.5%[11.4 µM]
CCN1CCN(S(=O)(=O)c2ccc(S(=O)(=O)N(CC)Cc3ccccc3)cc2)CC1	-10%	3%	-8%	0.7%
CC(C)(C)OC(=O)N1CCC(c2nnc(SCc3cccc(Cl)c3)o2)CC1	5%[10.9 µM]	-10%	-12%	1.5%
